PV pol inh – poliovirus RdRp elongation inhibitors, primary screen, biochemical, fluorescence polarization, total intensity | Genome polyprotein (Poliovirus type 1 (strain Mahoney)), P03300 | poliovirus polymerase elongation; active compounds read low | % elongation, % (compound at 16.7 µg/mL) | actives 0.66% (n = 150,000) | AID 588519, 2011; in the data active = % elongation below about 90%; also: some results filed as inactive read as strong as hits
Target sequence (P03300 1749-2209 limits assumed): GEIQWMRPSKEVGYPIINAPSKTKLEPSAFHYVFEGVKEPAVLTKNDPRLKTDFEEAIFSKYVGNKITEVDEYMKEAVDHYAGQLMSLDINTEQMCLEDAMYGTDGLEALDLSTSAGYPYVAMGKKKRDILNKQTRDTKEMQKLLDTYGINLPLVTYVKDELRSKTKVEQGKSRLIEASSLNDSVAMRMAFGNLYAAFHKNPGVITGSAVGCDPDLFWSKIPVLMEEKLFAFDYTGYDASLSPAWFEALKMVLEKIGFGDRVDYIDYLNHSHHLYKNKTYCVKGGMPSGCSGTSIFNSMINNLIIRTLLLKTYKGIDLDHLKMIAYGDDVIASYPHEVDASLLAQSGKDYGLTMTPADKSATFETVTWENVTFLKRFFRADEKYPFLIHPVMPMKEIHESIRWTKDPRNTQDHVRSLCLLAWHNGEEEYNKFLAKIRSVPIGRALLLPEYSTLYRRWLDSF
PV pol inh FP z-score – second read-out of PV pol inh, no call of its own (marks repeat the call); z-score; measured here: FP z-score; hits read low
Active calls of the source: *. An excerpt, so the mix of outcomes need not match the whole.

Molecule | PV pol inh FP z-score | PV pol inh
C=CC[n+]1cccnc1N | -0.7 | 99.0
Cc1nc2nc(CNC(=O)OC(C)(C)C)nn2c(C)c1CCC(=O)Nc1ccc(F)cc1 | 0 | 102.0
CCOC(=O)c1cnc(-c2cccs2)nc1Nc1ccc(Cl)cc1 | 0.5 | 106.0
COc1ccc2c(c1)c1nc(N(C)C)nc3c1n2CCN3C | -17.5* | 6.0*
COc1ccc(-c2ccc(SCC(=O)N3CCC(C)CC3)nn2)cc1 | 0 | 102.0
Cc1ccc(S(=O)(=O)Nc2cccc(-c3cn4cccc(C)c4n3)c2)cc1 | -1 | 99.0
Cn1c(=O)c(C#N)nn(-c2ccccc2)c1=O | 0 | 101.0
Cc1ccc(C(=O)O)cc1Nc1nc2ccccc2n2nnnc12 | 0.4 | 107.0
CN1CCCCC1CC(=O)O (stereo not given) | -0.2 | 101.0
Cn1c(=O)c2c(nc(SCC(=O)NC(C)(C)C)n2C)n(C)c1=O | 0.9 | 104.0
O=C(OCC(=O)N1CCCC1=O)c1cccc(-n2cccc2)c1 | 0 | 103.0
CCC(C)NC(=O)c1c[nH]c2ccc(S(=O)(=O)N(CC)c3ccccc3)cc2c1=O (stereo not given) | 1.7 | 105.0
O=c1c2cc3c(cc2[nH]c(=S)n1C1CCN(Cc2ccccc2)CC1)OCO3 | 0.4 | 102.0
O=C1C=C(O)c2cccc3cccc1c23 | -7.8 | 61.0
COc1ccc(CCNC(=O)CN2C(=O)CCS(=O)c3ccccc32)cc1OC (stereo not given) | 0.6 | 103.0
O=C(O)CCCOc1ccccc1F | -0.9 | 100.0
CN(C)CCNC(=O)c1cc2c(Cl)nc3ccccc3c2s1 | -1.5 | 99.0
Oc1ccc2oc3c(c2c1/C=N/n1cnnc1)CCCC3 | -0.1 | 99.0
Cc1cc(F)ccc1S(=O)(=O)Nc1ccc(O)c(Sc2ncn[nH]2)c1 | 0.5 | 103.0
CC(C)=C1C2C=CC1c1ccccc12 | 0.6 | 104.0
COC(=O)C(C)Sc1nnc(-c2ccc(OC)cc2)n1-c1ccccc1 (stereo not given) | -0.1 | 101.0
CCCn1c(=O)n(C)c(=O)c2c(SCC3CCCCO3)nc(CC(C)C)nc21 (stereo not given) | 0 | 102.0
CC1(c2cccs2)CC(c2cccs2)=Nc2ccccc2N1 (stereo not given) | 0.4 | 103.0
Cc1ccc2c(c1)C1CN(C)CCC1N2 (stereo not given) | -2.1 | 95.0
CC(=Nc1c2c(nc3ccccc13)N(C)CC2)N(C)C | -0.2 | 101.0
O=C(CCc1nc(-c2cccs2)no1)Nc1ccc([N+](=O)[O-])cc1 | 0.5 | 108.0
CC1CCCCN1Cc1c(O)ccc2c(=O)c(-c3ccc(Cl)cc3)c(C(F)(F)F)oc12 (stereo not given) | -0.4 | 104.0
CCOC(Cc1nnc(SCC(=O)c2ccccc2)n1C)OCC | 0.4 | 103.0
CCOc1ccc(NC(=O)C2CCCN(c3cnccn3)C2)cc1 (stereo not given) | 0.5 | 109.0
Cc1ccccc1Nc1nc(N)nc(CN(C)S(=O)(=O)c2cccs2)n1 | 1.3 | 111.0
COc1ccc(N(Cc2cccs2)C(=O)COc2cccc(Cl)c2)cc1 | -0.1 | 105.0
COc1cc(NC(=O)Cn2nc(C(F)(F)F)c3c2CCC3)cc(OC)c1OC | 0.6 | 107.0
O=C(CCc1nnc2n(Cc3ccccc3)c(=O)c3ccccc3n12)NCCCN1CCCCC1 | 0.5 | 103.0
CCCCSCCCNC(=O)CN1C(=O)COc2ccc(S(=O)(=O)N3CCCC3)cc21 | 0.4 | 107.0
O=C(Nc1ccc(S(=O)(=O)N2CCCCC2)cc1)c1cc(=O)c2ccccc2o1 | 0 | 101.0
C=CCOC(=O)C1CC=CCC1C(=O)Nc1ccc(NC(C)=O)cc1 (stereo not given) | 0.2 | 104.0
CCOC(=O)c1c(-c2ccc(Br)cc2)csc1/N=C/C1C(=O)NC(=S)NC1=O | 0.1 | 102.0
COc1ccc(C2CC(c3ccccc3)=NN2C(=O)CSc2nc(N)c(C#N)cc2C#N)cc1 (stereo not given) | 5.3 | 146.0
Nc1ccc(S(=O)(=O)NCc2ccncc2)cc1 | -0.9 | 100.0
O=C(O)c1cccc(-c2nc3ccccc3[nH]2)c1 | 0.2 | 102.0
Clc1c(-c2nnco2)sc2ccccc12 | -1 | 100.0
Cc1nn(-c2ccccc2)c(OC(=O)c2ccc(Br)o2)c1Sc1ccccc1 | -0.3 | 98.0
COc1cccc(NC(=O)CCc2c(C)nc3c4cccnc4nn3c2C)c1 | 0 | 105.0
CCOC(=O)Cc1csc(CC(N)=O)n1 | 0.2 | 101.0
CCn1c(-c2nonc2NC(C)=O)n[nH]c1=S | 0.2 | 102.0
CC1CS/C(=C(/C(=O)O)C(=O)/C=C/c2cccc(O)c2)S1 (stereo not given) | 0.1 | 103.0
CC1CN(C(=O)COc2ncnc3c2cnn3-c2ccccc2)CC(C)O1 (stereo not given) | 0.9 | 107.0
N#Cc1c(N)nc(SCc2ccccc2)c(C#N)c1C1CCCCC1 | 0.3 | 105.0
COc1ccc(N2CCN(S(=O)(=O)c3ccc(-c4cnc(C5CC5)o4)cc3)CC2)cc1 | -0.9 | 102.0
COc1cccc(-n2cc(C(=O)N3C(C)CCCC3C)c3ccccc3c2=O)c1 (stereo not given) | 0 | 102.0

Remaining list, next part.
Molecule | PV pol inh FP z-score | PV pol inh
COc1ccc(-c2noc(-c3ccc(N4CCCCC4C)c([N+](=O)[O-])c3)n2)cc1OC (stereo not given) | 1.4 | 114.0
COc1ccc2c(c1)c(CC(=O)OCc1ccccn1)c(C)n2C(=O)c1ccc(Cl)cc1 | 0.2 | 103.0
O=C(O)CNC(=O)C(c1ccccc1)c1ccccc1 | 0.3 | 102.0
O=C(CC1N=C2c3ccccc3N=C(SCc3ccc(Cl)cc3)N2C1=O)NCc1cccs1 (stereo not given) | -0.5 | 105.0
Clc1ccc(Nc2nnns2)cc1 | -0.8 | 98.0
CCn1c(O)c(C=NCCCCCc2nc(-c3ccc(C)cc3)no2)c(=O)n(CC)c1=S | 0.1 | 103.0
Cc1ccccc1CNC(=O)c1ccc(CSc2nc3cccnc3n2Cc2ccccc2)cc1 | 0.8 | 115.0
Cn1c(=NC(=O)c2ccc(S(C)(=O)=O)cc2)sc2ccccc21 | 0.4 | 103.0
CCN(C(=O)Nc1cccc(Cl)c1)c1ccccc1 | 0 | 100.0
COc1ccc(N2Cc3cccc(C(=O)NCCCN4CCN(c5cccc(Cl)c5)CC4)c3C2=O)cc1 | 1.3 | 104.0
CC(NC(=O)c1ncn[nH]1)c1ccc(-c2ccccc2)cc1 (stereo not given) | -0.4 | 100.0
O=C(Cn1cc2c(n1)CCCCC2)N1CCCCC1 | -0.7 | 102.0
CC(=O)Nc1ccc(S(=O)(=O)NNC(=S)NCc2ccco2)cc1 | -0.3 | 100.0
O=C(c1cc2cc(Cl)cc(Cl)c2oc1=O)N1CCCCC1 | 0.4 | 102.0
Cc1nc(C2COc3ccccc3O2)ncc1S(=O)(=O)c1ccc(Cl)cc1 (stereo not given) | -0.8 | 100.0
CCCc1ccc(OC(C)C(=O)Nc2sc3c(c2C(=O)OC)CCCCC3)cc1 (stereo not given) | -4.3* | 86.0*
O=C1CN(C(=O)CCC(=O)c2ccc(F)cc2)c2ccccc2N1 | 0.5 | 104.0
Cc1ccccc1Cn1cc(CCCC(=O)O)c2ccccc21 | -0.1 | 101.0
CC(=O)Nc1ccc(NC(=O)C(NS(=O)(=O)c2ccc(Br)s2)c2ccccc2)cc1 (stereo not given) | -0.3 | 107.0
CN1C(=O)C(C)(C)c2cc(S(=O)(=O)N(C)Cc3ccccc3)ccc21 | 0.1 | 102.0
CC(=O)Oc1ccc2c3c(c(=O)oc2c1)CCC3 | 0.3 | 104.0
CCc1nc2ccccc2n1Cc1cccc(S(=O)(=O)N2CCOCC2)c1 | 0.2 | 103.0
O=c1[nH]ccc2c(OCc3ccccn3)cccc12 | 0.3 | 103.0
O=C1C=C(Nc2ccccc2)C(=O)c2ccccc21 | -0.4 | 99.0
O=C1NC(=O)C(Cc2ccccc2)N1 (stereo not given) | 0.8 | 108.0
COc1ccc(-c2noc(CSc3nc4ccc(C)cc4[nH]3)n2)c(OC)c1 | -0.9 | 100.0
CC12CC(NC(=O)N1Cc1ccccc1)c1ccccc1O2 (stereo not given) | 0.3 | 102.0
CN(CCOc1ccc(Cl)cc1)c1nn(C)c(=O)n(C)c1=O | 0.1 | 103.0
CCOC(=O)c1ccc2nc(C(F)(F)F)nc(N3CCCCC3)c2c1 | 0.1 | 102.0
CSc1nc2c(cc1C#N)CCCCC2 | 0.2 | 105.0
CCOc1ccccc1N/C=C/C(=O)C(C)(C)C | 0.2 | 101.0
O=c1[nH]c2ccc(Cl)cc2c(-c2ccccc2)c1CN1CCCCC1 | 0.3 | 102.0
Cc1ccc(-n2c(=O)c3ccc(C(=O)NCc4ccccc4Cl)cc3n(CC(N)=O)c2=O)cc1 | 0.1 | 104.0
CN(C(=O)c1ccc2c(c1)N(Cc1ccccc1F)C(=O)c1ccccc1S2)C1CCCCC1 | -0.2 | 104.0
CC1CN(C2=NC(=O)/C(=C/c3ccccc3)S2)CC(C)O1 (stereo not given) | 0.8 | 105.0
Cc1nc(N2CCCC2)ncc1C(=O)NCc1ccccc1Cl | 0.7 | 110.0
Cc1cc(N2CCN(C)CC2)ccc1NC(=O)CNC(=O)C12CC3CC(CC(C3)C1)C2 | -0.3 | 98.0
CC(=O)NCCn1c(SCc2cc(F)ccc2F)nc2ccccc2c1=O | -1.6 | 97.0
O=c1c2ccccc2n2c(-c3ccsc3)nnc2n1CCc1ccccc1 | -2.3 | 98.0
COc1ccc(-n2nnc(C(=O)Nc3ccccc3F)c2N)cc1 | 0.3 | 105.0
Cc1ccc(C2=NC(CC(C)C)NC(c3ccccc3O)C2)cc1 (stereo not given) | -0.5 | 100.0
Cn1cc(CCC(=O)O)c2ccccc21 | -0.6 | 99.0
O=S(=O)(NCCc1csc2nc(-c3ccccc3)nn12)c1ccc(Cl)s1 | -1.4 | 101.0
C1CN(c2nc3nonc3nc2N2CCOCC2)CCO1 | -0.1 | 101.0
Cc1ccc(C)c(Cn2c(=O)n(-c3ccc(Cl)cc3)c(=O)c3c(C)c(C)sc32)c1 | 0.8 | 108.0
Fc1ccc(NCc2nnc3n2CCCCC3)cc1Cl | -0.1 | 107.0
COC(=O)c1cc(COC(=O)COc2ccc(C)c(C)c2)oc1C | 0.4 | 107.0
O=c1oc2c3c(ccc2c2ccccc12)OCN(Cc1ccccc1Cl)C3 | -2.9 | 93.0
c1ccc(Cn2cc3c(-c4ccccc4)nnc-3c3ccccc32)cc1 | 0.6 | 103.0
Cc1cc(SCC(=O)c2cc(C)n(C)c2C)n2c(nc3ccccc32)c1C#N | -0.6 | 100.0

2 compounds drawn at random from those above, as already listed:
Molecule | PV pol inh FP z-score | PV pol inh
CN(CCOc1ccc(Cl)cc1)c1nn(C)c(=O)n(C)c1=O | 0.1 | 103.0
CCOC(=O)c1ccc2nc(C(F)(F)F)nc(N3CCCCC3)c2c1 | 0.1 | 102.0

One compound at a time, from the list above:
Results for CC(=O)NCCn1c(SCc2cc(F)ccc2F)nc2ccccc2c1=O → PV pol inh FP z-score: -1.6; PV pol inh: 97.0
Results for Cc1nc(N2CCCC2)ncc1C(=O)NCc1ccccc1Cl → PV pol inh FP z-score: 0.7; PV pol inh: 110.0

Next part
Molecule | PV pol inh FP z-score | PV pol inh
O=C(CS(=O)(=O)c1ccccc1)NCc1ccccc1 | -0.7 | 100.0
COc1ccc(CCNC(=O)CCCCn2c(=O)c3ccccc3n(Cc3ccccc3)c2=O)cc1OC | 0.7 | 108.0
COC(Cn1c(SCC(=O)c2cccc(C(F)(F)F)c2)nnc1-c1ccc(Cl)cc1)OC | -0.9 | 100.0
Nc1ccc(CNc2ncn[nH]2)cc1 | 0.4 | 102.0
CCOC(=O)c1c(Nc2nc(C)cs2)sc2c1CCCC2 | 0.3 | 104.0
CC(=O)N1CCCc2cc(S(=O)(=O)N3CCCC(C(=O)NCc4ccc(C)cc4)C3)ccc21 (stereo not given) | 0.1 | 108.0
COc1ccc(OCC(=O)c2c(O)c3ccccc3oc2=O)cc1 | 0.4 | 103.0
COc1ccc2oc(=O)c(S(=O)(=O)c3ccccc3)cc2c1 | 1.4 | 106.0
Cc1cc(C)cc(NC(=O)COCc2cc(-c3ccc4c(c3)OCO4)on2)c1 | 1 | 112.0
Cc1c(C(=O)NCc2cccc(Cl)c2)oc2ccc3c(c12)C(=O)CC(C)(C)O3 | 0.9 | 105.0
Cc1cc(C)n(C(=O)CCC(=O)O)n1 | -0.1 | 101.0
Cc1ccc(CN(C)CC(=O)NCCc2ccc(S(N)(=O)=O)cc2)cc1 | 0.5 | 106.0
Cc1cc(Cl)ccc1OCC(=O)N=Nc1c(O)[nH]c(=O)[nH]c1=O | -0.8 | 99.0
CC1(c2ccc(C#N)cc2)NC(=O)N(CC(=O)C23CC4CC(CC(C4)C2)C3)C1=O (stereo not given) | 0.5 | 107.0
Cc1c(Br)sc2sc(-c3ccn(C)n3)c(C)c12 | 0.7 | 104.0
O=C1NC(=O)C2C1ON(c1ccc(Cl)cc1)C2c1ccccc1 (stereo not given) | -0.2 | 101.0
COc1ccc(N2CCN(C(=O)c3cccn3-c3nnc(N4CCCC4)s3)CC2)cc1 | -1.4 | 100.0
O=C(COc1ccccc1)N1CCN(C(=O)c2ccccc2)CC1 | 0.1 | 100.0
Cc1ccccc1C(=O)NC(NCc1ccco1)(C(F)(F)F)C(F)(F)F | 0.4 | 103.0
CC(NC(=O)CCc1nc2ccccc2s1)C1CC2CCC1C2 (stereo not given) | 0 | 101.0
COc1cc(OC)c(C2C3=C(CC(C)(C)CC3=O)Nc3nc4ccccc4n32)cc1OC (stereo not given) | 0 | 102.0
Cc1cc(C)n2ncc(C(=O)NCCC(C)C)c2n1 | 0.2 | 101.0
CCc1ccc(C(=O)c2cn(CC(=O)Nc3cc(OC)ccc3OC)c3ccc(Cl)cc3c2=O)cc1 | 0.8 | 110.0
Cc1cc(C)cc(NC(=O)c2cccc(N3CCCS3(=O)=O)c2)c1 | 0.2 | 109.0

Compound activity as filed in PubChem.
